hcGAS inh – human cGAS inhibition; recombinant h-cGAS, ATP depletion, Kinase-Glo luminescence; inhibition, % at 12.5 µM; 0.081% of 290,000 active; AID 1259398;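 note: 0% = vehicle reaction and 100% = reaction without DNA for no activity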
Target sequence (Q8N884 whole entry, looked up): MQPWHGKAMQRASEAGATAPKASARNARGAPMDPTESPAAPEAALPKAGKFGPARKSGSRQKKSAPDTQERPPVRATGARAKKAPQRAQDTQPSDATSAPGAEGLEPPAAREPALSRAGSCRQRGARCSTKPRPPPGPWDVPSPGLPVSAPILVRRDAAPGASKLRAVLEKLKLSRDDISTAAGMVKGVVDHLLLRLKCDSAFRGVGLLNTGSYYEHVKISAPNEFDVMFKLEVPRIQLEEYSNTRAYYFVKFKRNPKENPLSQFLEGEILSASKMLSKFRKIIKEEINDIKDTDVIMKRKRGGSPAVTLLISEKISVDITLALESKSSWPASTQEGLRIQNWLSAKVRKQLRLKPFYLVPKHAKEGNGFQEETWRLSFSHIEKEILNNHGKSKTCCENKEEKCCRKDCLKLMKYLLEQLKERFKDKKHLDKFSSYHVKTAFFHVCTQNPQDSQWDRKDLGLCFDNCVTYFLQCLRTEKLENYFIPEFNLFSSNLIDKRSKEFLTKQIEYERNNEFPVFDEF
mcGAS lum – blocks mouse cGAS activity; Q8C6L5; recombinant cGAS, Kinase-Glo ATP depletion luminescence; inhibition, % at 12.5 µM; 0.15% of 160,000 active;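 note: 0% = negative control wells and 100% = reference inhibitor with no enzyme activity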
NPYLR7 ag – activates Aedes aegypti NPYLR7 receptor. activation, % at 10 µM. HEK293T NPYLR7/Galpha15, GCaMP6s calcium fluorescence. 0.15% of 270,000 active. AID 1259423; in the data active = activation above about 40%;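 note: 0% = vehicle and 100% = reference agonist at the receptor; some compounds past the cut are filed as inactive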
An asterisk follows results filed as active; . = not tested or not shown; & = joins results of further samples. Cut-off read from the data, not from the text of the source, unless noted: active = inhibition above about 40%; inactive = the rest.

The first 5 records, to show the layout:
(1) CN1CCN(C(=O)c2ccccc2N2CCC(NC(=O)c3ccc(Cl)cc3)CC2)CC1
(2) c1ccc(CSc2nnc3ccc(-c4ccncc4)nn23)cc1
(3) COc1ccccc1C(=O)N1CCCN(c2cnc3ccccc3n2)CC1
(4) CCc1cnc2c(c1SCCN(CC)CC)c(=O)n(C)c(=O)n2C
(5) CC(=O)NC1=NN(C(C)=O)C(C)(c2ccco2)S1 (centres undefined)
entry no.	1	2	3	4	5
hcGAS inh	-2	-1	-6	-11	-14
mcGAS lum	-5	-5	.	-11	-2
NPYLR7 ag	27	-11	13	5	11

All compounds of this part, from the first entry:
(1) CN1CCN(C(=O)c2ccccc2N2CCC(NC(=O)c3ccc(Cl)cc3)CC2)CC1
(2) c1ccc(CSc2nnc3ccc(-c4ccncc4)nn23)cc1
(3) COc1ccccc1C(=O)N1CCCN(c2cnc3ccccc3n2)CC1
(4) CCc1cnc2c(c1SCCN(CC)CC)c(=O)n(C)c(=O)n2C
(5) CC(=O)NC1=NN(C(C)=O)C(C)(c2ccco2)S1 (centres undefined)
(6) Cc1cccc2oc(=O)n(C3CCN(C(=O)c4cccnc4Cl)CC3)c12
(7) CC1CCCCN1S(=O)(=O)c1ccc(C(=O)Nc2cccnc2)cc1 (centres undefined)
(8) Cc1nccn1CCNC(=O)C1CCCN(C2CCN(C(=O)C3CC3)CC2)C1 (centres undefined)
entry no.	1	2	3	4	5	6	7	8
hcGAS inh	-2	-1	-6	-11	-14	-2	-7	-6
mcGAS lum	-5	-5	.	-11	-2	-1	-7	-14
NPYLR7 ag	27	-11	13	5	11	5	-1	10

(9) O=C(Nc1cccc([N+](=O)[O-])c1)C1CCN(c2ccc(-c3ccccc3)nn2)CC1
(10) COc1cc(C)ccc1Oc1cc(N2CCN(c3ccccc3OC)CC2)ncn1
(11) O=C1CCCC/C1=C\Nc1nc(-c2ccccc2)cs1
(12) COc1ccc(-n2nc(-c3ccc(Cl)cc3)cc2NC(=O)CCC2CCCC2)cc1
(13) CC(C)C(C(=O)O)N1C(=O)/C(=C/c2ccc(N(C)C)cc2)SC1=S (centres undefined)
(14) CC(=O)Nn1ccc2c(cnc3nc(-c4ccccc4)nn32)c1=O
(15) CC1(C)OCC(CNC(=O)c2ccc(-c3cc(-c4cccc(C(F)(F)F)c4)n[nH]3)cc2)O1 (centres undefined)
(16) COc1cc(C(=O)NS(=O)(=O)c2ccccc2C)ccc1Cc1cn(C)c2ccc(NC(=O)OC3CCCC3)cc12
entry no.	9	10	11	12	13	14	15	16
hcGAS inh	-5	-4	-1	-2	-3	-3	-9	0
mcGAS lum	-8	-10	.	-6	-7	.	-9	.
NPYLR7 ag	-3	.	3	-3	54*	3	-2	-2

(17) Cc1ccc(C)c(Cn2c(=O)c3c(nc4n(CCOCCO)c(C)cn34)n(C)c2=O)c1
(18) CC(C)Nc1nn(CN(C)Cc2ccccc2Cl)c(=S)s1
(19) CCc1ccc(C(C2Sc3nc(CC)nn3C2=O)N2CC(C)OC(C)C2)cc1 (centres undefined)
(20) NC(=O)c1csc(N2CCN(C3CCCCC3)C(CCO)C2)n1 (centres undefined)
(21) CC1CCN(C(=O)CSc2nc3ccccc3c(=O)n2C2CC2)CC1
(22) COc1ccc(-n2nnc3c(SCC(=O)N4CCc5ccccc54)ncnc32)cc1
(23) O=c1oc2ccccc2n1-c1nc2ccccc2o1
(24) CC(C)Cc1nnc(NC(=O)c2ccc(Cl)c(Cl)c2)s1
entry no.	17	18	19	20	21	22	23	24
hcGAS inh	-8	1	-8	-8	-6	-8	-6	4
mcGAS lum	.	.	-8	-3	-9	-9	.	0
NPYLR7 ag	0	5	-6	.	1	11	9	2

(25) Cc1cc(NCCN2CCCC(CO)C2)nc(-c2ccccc2)n1 (centres undefined)
(26) CCC1SC(c2ccc(C)cc2)N(CCN2CCN(C(=O)c3cccs3)CC2)C1=O (centres undefined)
(27) COc1cccc(C2=NN(C(=O)CN3CCN(C(C)=O)CC3)C(c3ccccc3F)C2)c1 (centres undefined)
(28) C[C@@H]1CN(CCc2nccn2C)CC[C@@]1(O)C1CCOCC1
(29) COCC(C)NC(=O)Nc1ccccc1CN1CCc2ccccc21 (centres undefined)
(30) OC(c1cccc(Cl)c1)c1nnc(Nc2ccccc2)s1 (centres undefined)
(31) CC(C)c1noc(C2CCCN2C(=O)c2cnnn2-c2ccccc2)n1 (centres undefined)
(32) Cc1noc(C)c1CN1C(=O)C(C)ON=C1c1ccc(CN2CCOCC2)cc1 (centres undefined)
entry no.	25	26	27	28	29	30	31	32
hcGAS inh	-2	-1	-1	-11	-9	2	2	-10
mcGAS lum	.	-5	-4	-5	.	-3	5	.
NPYLR7 ag	5	5	-3	.	7	-1	-3	13

(33) COC(=O)CCc1c(C)nn(-c2ccc(C(=O)N(CC(C)C)CC(C)C)cc2)c1C
(34) CC1CN(C(=O)CCCCSc2nnc(Cc3ccccc3)n2-c2ccccc2)CCN1C(=O)CCl (centres undefined)
(35) Cc1cc(NC(=O)c2ccc3ccccc3c2)n(-c2nc3c(cnn3-c3ccccc3)c(=O)[nH]2)n1
(36) CC(C)(C)c1cc(N)n(C(C)(C)C)n1
(37) O=C(Cc1ccc(-c2ccccc2)cc1)Nc1cccc2c1OCCO2
(38) CCc1nnc(-c2cccc(OCc3cccnc3)c2)o1
(39) CC(C)c1ccccc1NC(=O)c1ccc(-n2nc(-c3ccc(Cl)cc3)cc2N)cc1
(40) Cc1noc(C)c1C(C)C(=O)Nc1cc(-n2cccc2)ccc1F (centres undefined)
entry no.	33	34	35	36	37	38	39	40
hcGAS inh	-3	1	-9	-5	0	5	-4	-5
mcGAS lum	0	3	-8	.	.	.	-4	.
NPYLR7 ag	-29	-1	.	9	-1	-14	6	-1

(41) Cc1cc(N2CC(O)C2)nc(N2CC(O)C2)c1C#N
(42) CCc1ccc2c(c1)C(C)(C)C1(/C=C/c3ccco3)NC(=O)CCN21 (centres undefined)
(43) Cc1ccc(OCC2CN(C(=O)c3ccc(F)c(F)c3)CCO2)cc1 (centres undefined)
(44) O=C(CN1CCN(c2ccccc2F)CC1)N1N=C(c2ccccc2F)CC1c1ccccc1 (centres undefined)
(45) Cc1cc(Nc2ncc(Cl)cc2Cl)n(-c2ccccc2C)n1
(46) CN(C(=O)COc1ccc(Br)cc1F)C1CCS(=O)(=O)C1 (centres undefined)
(47) NC(=O)C1CN(c2cc(C(F)(F)F)nc3ccccc23)CCN1 (centres undefined)
(48) C[C@H](NC(=O)N1CCCC1c1ccncc1)c1ccccc1 (some centres undefined)
entry no.	41	42	43	44	45	46	47	48
hcGAS inh	-2	-6	-2	1	-9	-3	-8	-1
mcGAS lum	.	.	1	0	.	.	-8	-2
NPYLR7 ag	1	3	-2	-2	1	-6	5	-3

(49) CCN(CCn1cccn1)CC1CCC(N)CC1 (centres undefined)
(50) CCn1c(SCC(=O)N/N=C\c2ccccc2C(F)(F)F)nc2ccccc21
(51) Cc1ccc(NC(=O)c2cc(=O)c(OCc3ccc(F)cc3)c[nH]2)cc1Cl
(52) O=C(CN(Cc1ccco1)C1CCS(=O)(=O)C1)Nc1ccc2c(c1)CCC2 (centres undefined)
(53) O=C(CSc1nnc(-c2ccco2)o1)NCCCN1CCCC1=O
(54) O=C(CN1CN(c2ccccc2)C2(CCN(C(=O)c3cccc([N+](=O)[O-])c3)CC2)C1=O)NCC1CCCCC1
(55) CCOC(=O)C(C#N)=Cc1ccc(N(C)CCC#N)cc1
(56) O=S(=O)(c1cccnc1)N1CC[C@@H](c2ccc3c(c2)OCO3)[C@H](O)C1
entry no.	49	50	51	52	53	54	55	56
hcGAS inh	-4	-6	-10	3	-5	-6	-2	-10
mcGAS lum	.	-9	.	-4	-4	-5	-5	.
NPYLR7 ag	17	2	2	0	9	24	3	4

(57) Cn1cccc1C(=O)C(=O)N1CCN2CCNC(=O)C2C1 (centres undefined)
(58) C=CCn1nnc(NC(=O)c2ccc(C)c(Cl)c2)n1
(59) CC1CCCN(Cc2ccc(CNC(=O)NCc3ccncc3)cc2)C1 (centres undefined)
(60) O=C(C1CCCC1)N(Cc1nccn1Cc1cccc(F)c1)C1CC1
(61) O=C1CN(/N=C\c2ccc(-c3ccc([N+](=O)[O-])cc3)o2)C(=O)N1
(62) CNc1cc(-c2ccccc2)ncn1
(63) O=C(NCCC1CCCN(Cc2ccco2)C1)c1ccc(=O)[nH]c1 (centres undefined)
(64) COc1ccc(F)cc1C(C)Nc1cncc(Cl)n1 (centres undefined)
entry no.	57	58	59	60	61	62	63	64
hcGAS inh	-3	-5	-9	0	-2&-4&0&-2	-7	-4	-4
mcGAS lum	-14	.	-17	-3	-4&-3	.	-9	.
NPYLR7 ag	11	0	1	5	-10&1&0	2	13	-1

(65) CC(NC(=O)Cc1nn[nH]n1)C1=CCCCC1 (centres undefined)
(66) CCOc1ccnc(NCc2csc(N)n2)n1
(67) COC(=O)c1cc(OC)c(OC)cc1NS(=O)(=O)c1cccs1
(68) CN(C(=O)Nc1ccccc1N1CCOCC1)C1CCc2ccccc21 (centres undefined)
(69) COc1cc(F)ccc1NC(=O)c1occc1C
(70) CCOC(=O)Cn1c(=O)n(-c2ccccc2)c(=O)c2oc3ccccc3c21
(71) C=CCN1Cc2ccccc2-c2ccccc2C1
(72) O=S(=O)(c1ccc(I)cc1)N1CCSC1c1ccccc1 (centres undefined)
entry no.	65	66	67	68	69	70	71	72
hcGAS inh	-6	-1	-7	-8	-14	-2	-4	-3
mcGAS lum	.	.	-10	.	-9	-5	.	.
NPYLR7 ag	12	-5	2	-6	1	-5	-8	6

Compound profiles, as listed above:
CCC1SC(c2ccc(C)cc2)N(CCN2CCN(C(=O)c3cccs3)CC2)C1=O (centres undefined) in the list: hcGAS inh: -1; mcGAS lum: -5; NPYLR7 ag: 5
OC(c1cccc(Cl)c1)c1nnc(Nc2ccccc2)s1 (centres undefined) in the list: hcGAS inh: 2; mcGAS lum: -3; NPYLR7 ag: -1

Continued:
(73) CCCCOc1ccc(-c2cc3c(=O)n(CC(=O)NCCc4ccc(Cl)cc4)ccn3n2)cc1
(74) COC1CCN(C(=O)c2ccc(N3CCCCCC3)c([N+](=O)[O-])c2)CC1
(75) COc1ccc(CNC(=O)c2sc(=O)n(Cc3ccccc3OC(C)=O)c2C)cc1
(76) OCC(Nc1cc(C(F)(F)F)ccn1)c1ccccc1 (centres undefined)
(77) Cc1ccc(C)c(COc2cccn3c(CCNC(=O)c4csc(C)n4)cnc23)c1
(78) Cc1cc(C)cc(NC(=O)C(=O)N2CCCC3(CCNC3)C2)c1 (centres undefined)
(79) COCCn1c(C(C)NC(=O)Nc2cccc(C)c2C)nc2ccccc2c1=O (centres undefined)
(80) COc1ccc(C(O)=C2C(=O)C(=O)N(CCN(C)C)C2c2cccs2)cc1C (centres undefined)
entry no.	73	74	75	76	77	78	79	80
hcGAS inh	-5	1	-6	22	-1	1	-9	-8
mcGAS lum	-7	-7	.	.	-5	6	-7	-7
NPYLR7 ag	1	8	12	1	14	17	-6	0

(81) CC1CCCCC1NC(=O)C(C#N)=Cc1ccc(F)cc1 (centres undefined)
(82) CCc1ncc(C(=O)N2CCCC(Cn3cc(-c4ccccc4)nn3)C2)cn1 (centres undefined)
(83) CCc1nn(C)c(Cl)c1CN1CCC(c2nn(C)c(=O)n2CC)CC1
(84) COc1ccc(CN2CCN(Cc3ccc(OC)c(O)c3)CC2CCO)cc1C (centres undefined)
(85) O=C(NNC(=O)c1cccs1)c1ccc2ccccc2n1
(86) CC(=O)c1ccc(N2CCN(C(C)C(=O)Nc3ccc4[nH]c(=O)[nH]c4c3)CC2)cc1 (centres undefined)
(87) O=C(CC1NC(=O)c2ccccc21)NCc1ccccc1-n1cccn1 (centres undefined)
(88) CCOc1cc(Cl)c(CN2CCCC2Cn2cccn2)cc1OC (centres undefined)
entry no.	81	82	83	84	85	86	87	88
hcGAS inh	-5	4	-4	-6	0	-7	-9	-12
mcGAS lum	.	.	.	.	.	.	.	.
NPYLR7 ag	10	3	6	-3	3	9	2	6

(89) CC(C)N1CCN(Cc2ccc(C#CC(C)(C)O)s2)CC1CCO (centres undefined)
(90) CC1C(=O)c2cccc3c(=O)n(-c4ccccc4)c(O)c(c23)C1=O (centres undefined)
(91) Cc1cc(NC(=O)Cc2cc(-c3ccc4c(c3)CC(C)O4)on2)no1 (centres undefined)
(92) CCCc1cnc2c(c1SCC(=O)Nc1c(C)cc(C)cc1C)c(=O)n(C)c(=O)n2C
(93) Cn1c(=O)[nH]c(=O)c2c1nc(N1CCCC1)n2CCSc1nc2ccccc2s1
(94) Cn1cc(C(NC(=O)c2ccc(Cl)cn2)C(C)(C)C)cn1 (centres undefined)
(95) CN(CC(F)(F)F)C(=O)CNC(=O)NC1(c2cccc(F)c2)CC1
(96) COC(=O)C1CCN(C(=O)c2ccc(-c3cc(-c4cccc(OC)c4)n[nH]3)cc2)CC1
entry no.	89	90	91	92	93	94	95	96
hcGAS inh	5	4	-5	-10	-3	0&-10	-6	-10
mcGAS lum	.	.	-9	-10	-7	.	-12	-7
NPYLR7 ag	1	83*	5	6	2	-25&3	-4	.

(97) CCCCCNc1cc(C)nc2c(-c3ccccc3)c(C)nn12
(98) c1cncc(CSc2ccc(-c3cccnc3)nn2)c1
(99) Cc1ccc(-c2nc(C=Nc3cc(Cl)ccc3C)c(O)o2)cc1
(100) CC(C)c1nncn1CCNc1cccc(F)c1C#N
entry no.	97	98	99	100
hcGAS inh	-2	-7	-3	-8
mcGAS lum	-6	-7	.	-16
NPYLR7 ag	-1	1	-5	13

Screens deposited in PubChem BioAssay by Fisher Drug Discovery Resource Center.
